HIV peptide binding: inhibitors of HIV fusion peptide binding, primary screen, biochemical, uHTS, fluorescence dequenching (AID 1986); cell-free peptide binding, fluorescence dequenching, 30 min; higher % means a stronger effect; inhibition, % at 20 µM, or IC50 in µM where a hit was titrated; 290,000 tested, 0.3% active; in the data active means inhibition mostly above about 52%, no sharp cut-off; inactive means mostly below about 76%; further: some results filed as inactive read as strong as hits
GPR35 antagonists: inhibition of zaprinast-stimulated GPR35 beta-arrestin translocation – imaging, U2OS, beta-arrestin-GFP, zaprinast agonist, primary screen (AID 2058). U2OS GPR35 beta-arrestin-GFP translocation imaging, zaprinast antagonism; higher % means a stronger effect. inhibition, % at 10 µM, or IC50 in µM where a hit was titrated. 290,000 tested, 0.052% active;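 active means inhibition of at least 50% with at least 30 cells and total cytoplasm GFP at most 10,000,000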
GPR55 LPI antagonism: GPR55 antagonists blocking LPI-driven arrestin recruitment, primary screen, imaging, U2OS, beta-arrestin-GFP, LPI agonist (AID 2013); U2OS GPR55 beta-arrestin-GFP translocation imaging, LPI antagonism; higher % means a stronger effect; 290,000 tested, 0.13% active; inhibition, % at 10 µM, or IC50 in µM where a hit was titrated;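 active means spots per cell inhibited over 60%, with over 100 cells counted and total cytoplasm intensity under 500,000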;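 further: U2OS cells stably carrying GPR55 and arrestin-GFP stimulated by 5 µM LPI near EC80; imaged beta-arrestin-GFP aggregate spots per cell after agonist stimulation; plate controls were LPI-stimulated DMSO wells for no effect and DMSO wells without LPI for full effect; some results filed as inactive read as strong as hits; confirmed hits need IC50 under 10 µM and bright autofluorescent wells are also inconclusive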
MgcRacGAP inhibition: MgcRacGAP GTPase-activating activity inhibitors, confirmation, biochemical, ADP Hunter fluorescence; MgcRacGAP-stimulated Rac1 GTP hydrolysis, ADP Hunter fluorescence; higher % means a stronger effect; GST-tagged Rac1 F28L mutant substrate; inhibition, % at 30 µM, or IC50 in µM where a hit was titrated; 340,000 tested, 0.6% active; AID 624330;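 active means first-screen hits whose inhibition reached a set limit at any dose in the follow-up dose series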;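 further: fluorescence reports GDP produced by GAP-driven GTP hydrolysis; strong numbers were not always called active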
PhoP inhibition: PhoP-dependent GFP reporter repression – Salmonella Typhimurium, primary screen (AID 1863). S. Typhimurium PhoP-regulated promoter GFP reporter, 4 h; higher % means a stronger effect. one-dose inhibition, % at 50 µM; IC50 in µM for titrated hits. 300,000 tested, 0.16% active;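 active means inhibition over 29.93%, a cutoff 3 SD above the screen mean, later confirmed by dose response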;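 further: 0% = low Mg2+ inducing control and 100% = high Mg2+ repressing control; strong numbers were not always called active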
RSV antiviral HEp-2: RSV antiviral activity via CPE protection, HEp-2 cells, primary 10 µM value included (AID 2391) | 310,000 tested, 0.13% active | one-dose CPE inhibition, % at 10 µM; IC50 in µM for titrated hits | HEp-2 cells, RSV-induced CPE inhibition; higher % means a stronger effect; in the data active means a potency from the dose series; further: strong numbers were not always called active
SV40 large T antigen: TAg ATPase/helicase activity blockers – biochemical (AID 1903). 310,000 tested, 0.39% active. inhibition, % at 20 µM; hits with a dose series show IC50 in µM. SV40 large T antigen ATPase/helicase inhibition assay; higher % means a stronger effect; in the data active means a potency from the dose series; further: strong numbers were not always called active
NS5 inhibitors: Dengue-2 NS5 methyltransferase inhibitors, primary screen, biochemical, confirmation dose response (AID 588689). 340,000 tested, 0.3% active. Dengue-2 NS5 methyltransferase capping enzyme assay, biochemical; higher % means a stronger effect. inhibition, % at 25 µM, or IC50 in µM where a hit was titrated; in the data active means a potency from the dose series
UTI89 phage lysis: protection from phage-mediated lysis, alamar blue read-out – E. coli UTI89, K1F phage, bacterial capsule biogenesis inhibitors (AID 488966). E. coli UTI89 K1F phage lysis, alamar blue, 2 h; higher % means a stronger effect. inhibition, % at 100 µM, or IC50 in µM where a hit was titrated. 340,000 tested, 0.02% active;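 active means phage lysis inhibition, versus mean bacterial control, above a set limit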;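 further: capsule biogenesis inhibitors block K1F phage lysis so surviving cells raise fluorescence; higher fluorescence means more inhibition of phage lysis; actives were called in the ten point dose series up to 300 µM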
NS5 inhibitors pilot replicate: recorded beside NS5 inhibitors, whose call it bears; inhibition, %; measured here: pilot screen replicate inhibition
* marks the source's active call; other numbers are inactive results; . = no result given; [ ] = another dose, or the depositor's remark.

SMILES | HIV peptide binding | GPR35 antagonists | GPR55 LPI antagonism | MgcRacGAP inhibition | PhoP inhibition | RSV antiviral HEp-2 | SV40 large T antigen | NS5 inhibitors | UTI89 phage lysis | others
CCOCCCNC(=O)CN1N=C(c2ccc(C)cc2)CCC1=O | -1.3% | 4% | -4% | 5% | 0% | 0.5% | 1% | -3% | 0.3%
CC(=Nc1ccc(Br)cc1)c1sc2ccccc2c1O | 0.7% | 12% | 3% | 11% | 2% | 6.3% | 17% | -8% | 0.2%
Cc1cc(C(=O)N/N=C/c2cccc([N+](=O)[O-])c2)c(C)o1 | -1.9% | -12% | -6% | 12% | 0% | 5.9% | 4% | -3% | 0.0%
Cc1nc(NC(=O)c2ccc3c(c2)OCO3)ccc1Br | -1.3% | 2% | 0% | 3% | -8% | 4.5% | 4% | 6% | -0.1%
CC1=NC(C)Cc2ccccc21 (configuration not stated) | 1.3% | 7% | 12% | 8% | 12% | 0.3% | 5% | -11% | 0.4%
CC(C)c1c(O)c2c(n(-c3ccccc3)c1=O)CCCC2 | 1.1% | 12% | -2% | 8% | 9% | 1.4% | 8% | -8% | 2.1%[50 µM]
CCOC(=O)c1c(C)[nH]c(C(=O)COC(=O)C(C)N2C(=O)C3CCCCC3C2=O)c1C (configuration not stated) | -2.6% | 4% | . | -3% | -20% | 6.9% | -6% | -3% | -3.3%
CCOC(=O)c1ccc(NC(=S)N2CCSC2c2ccc(OC)cc2)cc1 (configuration not stated) | 2.2% | 8% | 2% | 9% | -12% | 11% | 13% | -1% | -0.5%
Cc1cc(C)nc(SCc2ccc(F)cc2)n1 | -0.7% | 4% | 9% | 3% | -5% | 1.3% | 20% | 2% | 0.2%
COc1cc(/C=N/NC2=NS(=O)(=O)c3ccccc32)ccc1OC(C)=O | -1.9% | -4% | 3% | 1% | 3% | 1.8% | 14% | -16% | 0.0%
O=C(NCCN1CCOCC1)C1CC(=O)N(c2ccc(F)cc2)C1 (configuration not stated) | 1.3% | -16% | 0% | 3% | -7% | 1.7% | 7% | 2% | 0.0%
COc1cccc(C(=O)NC(=S)Nc2ccccc2N2CCCC2)c1 | 1.8% | -8% | 11% | 9% | 2% | 5.0% | 10% | 2% | -0.3%
O=C(COC(=O)C1=COCCO1)Nc1ccc(F)c(F)c1 | . | . | . | 9% | 17% | 0.7% | 9% | 5% | 1.9%[50 µM]
c1csc(C2=Nn3c(nnc3-c3ccncc3)SC2)c1 | -1.9% | 2% | -2% | 2% | -4% | 2.6% | 8% | -6% | 12%
CCOc1ccc(NC(=O)Cn2cncc2-c2ccc([N+](=O)[O-])cc2)cc1 | -2.7% | 20% | 10% | 8% | 14% | -2.0% | 7% | -1% | 0.5%[50 µM]
Cc1cccn2c(=O)c3cc(C(=O)NCc4ccc(F)cc4)c(=N)n(CC4CCCO4)c3nc12 (configuration not stated) | 1.4% | -15% | 15% | 6% | -8% | -0.5% | 12% | 16% | 0.1%
Cc1cccc(NC(=O)CCC(=O)OCC(=O)c2ccc(Oc3ccc([N+](=O)[O-])cc3)cc2)c1 | -1.2% | -9% | 8% | 4% | -5% | 1.9% | 19% | -3% | 1.3%
Cc1ccccc1S(=O)(=O)/N=C(/Nc1c(C)n(C)n(-c2ccccc2)c1=O)c1ccccc1 | 0.2% | -27% | 9% | 5% | -12% | 1.3% | -2% | -3% | 0.5%
CCOC(=O)N1CCC(Nc2c(Nc3ccc(C)c(C)c3)c(=O)c2=O)CC1 | 4.8% | -3% | -3% | -4% | 1% | 7.4% | 2% | 0% | -0.5%
CN(C)S(=O)(=O)N(CC(=O)Nc1ccccc1F)c1ccccc1 | 1.0% | 0% | 6% | 10% | 1% | 0.0% | 15% | -6% | 0.5%
CCCNc1c(N)c(=O)c1=O | -2.2% | -7% | -4% | . | -3% | 4.5% | 5% | . | .
Cc1ccc(S(=O)(=O)N2CCC(C(=O)N3CC(C)OC(C)C3)CC2)cc1 (configuration not stated) | -0.9% | 1% | -4% | 7% | 5% | 1.0% | 2% | 3% | 0.8%[50 µM]
COC(=O)C1Cc2ccccc2CN1S(=O)(=O)c1ccc(F)cc1 (configuration not stated) | -0.1% | 14% | -1% | 11% | 3% | -1.9% | 18% | 0% | 0.8%
COc1cc(OC)cc(-c2c(-c3cccs3)c3cc(-c4ccc(OC)nc4)ccc3n2C)c1 | . | . | . | 2% | . | 5.2% | . | -8% | 0.2%
COc1cccc(S(=O)(=O)NCc2ccc(C(=O)NCc3ccccn3)cc2)c1 | -0.3% | -8% | 13% | 6% | -3% | 0.9% | 9% | -6% | 1.6%[50 µM]
Additional results:
SMILES | HIV peptide binding | GPR35 antagonists | GPR55 LPI antagonism | MgcRacGAP inhibition | PhoP inhibition | RSV antiviral HEp-2 | SV40 large T antigen | NS5 inhibitors | UTI89 phage lysis | others
Cc1cccc2cc(C#N)c(NCCCn3ccnc3)nc12 | 2.3% | 2% | 3% | 2% | 19% | 2.0% | 7% | -1% | 2.6%
CN(Cc1ccccc1F)C(=O)c1ccc(Oc2ccccc2)cc1 | 0.6% | 8% | 5% | 8% | 3% | 2.6% | 8% | -3% | -0.1%
CCN1CCN(c2cc(=O)n(C3CCCCC3)c(=O)[nH]2)CC1 | 1.6% | -4% | 19% | -1% | -9% | 2.6% | 8% | 0% | 0.9%
CO/N=C(/CS(=O)(=O)c1ccc(Br)cc1)c1ccc(OC)cc1 | 3.0% | 11% | -6% | 3% | 7% | 4.8% | 11% | -4% | 0.4%
O=C(O)c1[nH]c2ccccc2c1NS(=O)(=O)c1ccc(F)cc1 | 4.2% | -2% | 1% | 9% | -8% | 3.1% | 18% | -3% | 0.7%
Nn1cnnc1N/N=C/c1ccc(Cl)c([N+](=O)[O-])c1 | -1.4% | 0% | -2% | 2% | 1% | -1.6% | 25% | 1% | -2.0%
COCCNc1ncnc2c1[nH]c1ccccc12 | -0.2% | -5% | -4% | 10% | 7% | . | 10% | 1% | 0.3%
O=S(=O)(c1cccs1)N1CCN(c2ccccn2)CC1 | -0.5% | 11% | -6% | -11% | -1% | -1.2% | 5% | 7% | -0.5% | NS5 inhibitors pilot replicate=0.0
Cc1ccc(O)c(C2=NOC(O)(C(F)(F)F)C2)c1 (configuration not stated) | -1.9% | 6% | -3% | 11% | -4% | 5.0% | -3% | -1% | 0.2%
NC(=S)N/N=C/c1ccc(-c2cc(Cl)c(Cl)cc2Cl)o1 | 8.5% | 25% | 2% | 10% | 3% | 16% | 8% | -16% | -0.6%
COc1ccc(C2=NNC(c3cccs3)=Nc3ccc(OC)cc32)cc1 | -3.2% | -9% | 26% | 11% | 4% | 0.7% | 1% | -3% | 1.0%
Cc1cccc(-n2nc3c(c2NC(=O)c2ccco2)CS(=O)(=O)C3)c1C | 3.2% | 18% | 3% | 1% | 11% | 0.5% | 9% | -4% | 0.1%
CCOC(=O)c1cnc2c(c(C)nn2-c2ccc(C)cc2)c1Cl | 6.2% | 10% | 4% | 8% | . | . | . | -1% | 0.4%
Cc1nc(N2CCN(c3ccccn3)CC2)c2c(C)c(C(=O)N3CCN(c4cccc(Cl)c4)CC3)sc2n1 | -0.8% | 4% | -5% | 2% | 7% | 5.7% | 1% | -6% | 0.1%
Cc1cc(NC(=O)Cn2nnc(-c3ccccc3N)n2)no1 | -1.0% | 1% | -1% | 6% | 16% | 0.7% | -4% | 4% | 0.8%
O=C(Nc1nccs1)c1cc([N+](=O)[O-])ccc1Cl | 1.3% | 4% | 3% | 10% | 1% | 0.0% | 6% | -1% | 0.2%
COCCN1Cc2cccc(C(=O)NCc3ccccn3)c2C1=O | -0.8% | -1% | -3% | 10% | 2% | 1.8% | 10% | 2% | -0.8%
O=[N+]([O-])c1ccc2oc(C3CCCCC3)nc2c1 | 0.9% | 3% | -9% | 3% | -1% | 2.2% | 16% | -2% | -0.2%
O=C1CCCN1CCCNc1ccc2nnc(CCC(=O)N3CCN(c4ccc(F)cc4)CC3)n2n1 | -0.8% | 0% | 10% | 8% | -5% | 2.1% | 25% | -7% | 0.2%
CCn1c(O)c(C2=NCCCC2)c2ccccc21 | -2.0% | 6% | 16% | 19% | 13% | 2.5% | 15% | -9% | 0.5%
COc1ccc(NC(=O)c2ccc(COc3ccccc3OC)o2)cc1OC | 0.6% | 6% | 4% | 10% | -3% | 0.2% | 16% | 2% | 2.0%
COc1cc(-c2cc(-c3ccccc3)nc(SCC(=O)O)c2C#N)cc(OC)c1OC | 4.8% | 10% | 1% | 12% | -2% | 3.9% | 5% | 3% | -0.2%[50 µM]
COc1cc(CN(C)C(C)C(=O)Nc2ccc([N+](=O)[O-])cc2Cl)ccc1OC(F)F (configuration not stated) | -1.1% | 3% | -12% | -5% | -4% | 21% | 11% | 1% | 2.4%
CN(C)C(=O)c1cnc(Sc2ncc(C(F)(F)F)cc2Cl)n1C | 0.3% | 4% | 19% | 7% | -9% | 0.6% | 0% | 9% | 2.1%
Cc1cc(C)c2c(N)c(C(=O)c3ccccc3)oc2n1 | 0.2% | 0% | -14% | -2% | -3% | -0.9% | 2% | -2% | -2.6%
Next part
SMILES | HIV peptide binding | GPR35 antagonists | GPR55 LPI antagonism | MgcRacGAP inhibition | PhoP inhibition | RSV antiviral HEp-2 | SV40 large T antigen | NS5 inhibitors | UTI89 phage lysis | others
COc1ccc(/C=C/C(=O)NC2CCCCCCC2)cc1S(=O)(=O)N1CCOCC1 | 0.3% | -18% | 9% | 3% | 16% | 3.5% | 3% | -12% | -6.5%
NS(=O)(=O)c1ccc(CCNC(=O)C2CCN(S(=O)(=O)c3ccccc3)CC2)cc1 | 0.8% | -2% | 3% | 4% | 9% | 0.0% | 2% | -5% | 1.9%
NS(=O)(=O)c1ccc(NC(=S)Nc2ccc(S(=O)(=O)N3CCCC3)cc2)cc1 | -1.0% | -7% | -4% | 11% | 2% | 1.9% | 3% | -10% | -1.1%
C=CCOc1ccc(/C(O)=C2/C(=O)C(=O)N(CCCn3ccnc3)C2c2cccs2)cc1 (configuration not stated) | 0.0% | -11% | 12% | 16% | -1% | 1.3% | 0% | 5% | 0.9%
CN(CC(=O)Nc1ccc(Cl)cc1)C(=O)c1cccc(S(=O)(=O)N2CCN(Cc3ccccc3)CC2)c1 | . | . | . | 0% | 10% | 13% | 14% | -1% | -0.3%[50 µM]
COc1ccc(CCNC(=O)CN(C)S(=O)(=O)c2ccc3nc(C)sc3c2)cc1OC | 0.7% | 12% | 0% | 10% | 1% | 1.9% | 6% | 1% | 0.2%
O=C(NCc1ccncc1)C(=O)N/N=C/c1ccccc1OCc1ccccc1 | 0.6% | -18% | 3% | 8% | -2% | 2.0% | 21% | -8% | 0.1%

High-throughput results: PubChem, several laboratories
